USP2a inh: USP2a (human) protease inhibition; O75604; USP2 core, Ub-CHOP2 coupled fluorogenic reporter, 485/531; Potency, µM (doses to about 38.3 µM), for inactives: top-dose activity change, negative = inhibition, hits mostly inhibitors; 330,000 compounds, 0.01% hits; AID 463254;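 also: potency is read from the fitted curve at half-maximal effect; plate controls were DMSO wells for no effect and full inhibition by NEM control for full effect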
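Cell-free coupled assay: 10nM USP2 core preincubated 30min RT with compound in Tris-HCl pH 8.0/CaCl2/CHAPS buffer, then 25nM Ub-CHOP2 and 25nM reporter substrate; fluorescence (Ex 485/Em 531) read after 60min RT, normalized to NEM inhibition, concentration-response curves fitted.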
KCNH2 3.1 inh: blocks the human KCNH2 3.1 channel isoform | U2OS KCNH2 3.1, thallium flux FluxOr; stronger effect = lower value | activity change, % (tested at about 1.8 µM) | 340,000 compounds, 0.95% hits;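 active = maximum activity change below -70%; inconclusive = maximum activity change from -70% to -50%; inactive = maximum activity change above -50%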;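 also: thallium influx rate constant from kinetic fluorescence after stimulation buffer; % is scaled to controls: 0 for no effect and ±100 for the full control effect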
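Steps: virus added to U2OS suspension (4 h, RT, dark); medium with 10% FBS added, cells plated, 37 C overnight; FluxOr/Red40 loading buffer 45 min RT; stimulation buffer, 2 min kinetic read; rate constant normalized.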
Menin-MLL TR inh: menin-MLL binding inhibition, Texas Red mutant peptide; 270,000 compounds, 0.23% hits; Potency, µM (series often up to 61.6 µM), for inactives: at the highest dose FP activity change, negative = inhibition, usual class: inhibitors; O00255; Menin + Texas Red MLL mutant peptide, fluorescence polarization; active = well fitted inhibition curve with a large enough effect in the polarisation, with a control signal flat, not every such curve was filed as active; inconclusive = small, poorly fitted or top-dose-only effect, or effect the other way, or a change in a side signal; inactive = no such curve, though single readings can be large or run the other way; the % refers to the polarisation; also: potency is read from the fitted curve at half-maximal effect; % of control where 0% means no effect; many of its hits are not listed in these tables
FBPA coupling cs: inhibits coupling enzyme system, counter-screen for aldolase hits; coupling enzyme system counterscreen, AmpLite Red fluorescence; activity change, negative = inhibition, % at 58.2 µM, hits read low; 290,000 compounds, 0.67% hits; in the data active = activity change below about -30%; also: % is scaled to controls: 0 for no effect and ±100 for the full control effect
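Compounds tested against the coupling enzymes alone at 57.5 uM final; readout was AmpLite Red fluorescence (525/598 nm) after 20 min at RT.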
B2AR arrestin: beta2AR (human) beta-arrestin recruitment activity; beta-arrestin recruitment to beta2AR, cell-based reporter; Potency, µM (doses to about 46.1 µM), for the others: top-dose activation, actives largely listed as activators; 330,000 compounds, 0.02% hits; AID 492947;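 also: potency is read from the fitted curve at half-maximal effect; 0% = DMSO controls and full agonism = EC100 isoproterenol or metaproterenol; nearly all actives have a fitted effect of over 65% in size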
GALK inh: galactokinase (human) inhibition; Purified GALK, Kinase-Glo residual ATP luminescence; Potency, µM (top dose mostly 57.5 µM), without a hit: at the top dose activity change, negative = inhibition, actives largely listed as inhibitors; 270,000 compounds, 0.007% hits; also: potency is read from the fitted curve at half-maximal effect; % is scaled to controls: 0 for no effect and ±100 for the full control effect
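5 nM enzyme, 35 uM ATP, 100 uM galactose, 20 mM HEPES pH8.0, 5 mM MgCl2; 1 h RT; residual ATP by Kinase-Glo Plus luminescence, qHTS format.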
PKM2 activator: activators of human pyruvate kinase M2 | 260,000 compounds, 0.34% hits | AID 1631 | Potency, µM (top dose mostly 57.5 µM), for the others: at the top dose activation, actives largely listed as activators | purified PKM2, Kinase-Glo ATP luminescence, activation; response scale: 0% is enzyme alone, no compound; also: potency is read from the fitted curve at half-maximal effect; % is scaled to controls: 0 for no effect and ±100 for the full control effect; nearly all actives have a fitted effect of over 55% in size
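Kinase-Glo luminescence reports ATP generated from ADP (0.1 mM) and PEP (0.5 mM) by purified hPK-M2 after 1 h at room temperature, pH 7.2 imidazole buffer; intermediate enzyme activity allows detecting inhibitors and activators.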
MLL CXXC-DNA inh: inhibitors of human MLL CXXC domain-DNA interaction. Potency, µM (highest dose often 115 µM), for inactives: at the top dose activity change, negative = inhibition, most hits filed as inhibitors. Q03164. 290,000 compounds, 0.037% hits. MLL-CXXC / FITC-HOXA9 DNA fluorescence polarization; active = well fitted inhibition curve with a large enough effect in the polarisation, with a control signal flat, not every such curve was filed as active; inconclusive = small, poorly fitted or top-dose-only effect, or effect the other way, or a change in a side signal; inactive = no such curve, though single readings can be large or run the other way; the % refers to the polarisation; also: potency is read from the fitted curve at half-maximal effect
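Fluorescence polarization: 7 uM MLL-CXXC (stock) preincubated 5 min with compounds, then 50 nM fluorescein-HOX-A9 DNA (stock) added; 30 min ambient. Buffer 50 mM Tris-HCl pH 7.5, 50 mM NaCl, 1 mM DTT, 0.05% BSA.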
TRPV1 ag: human TRPV1 agonism. Q8NER1. TRPV1-expressing cells, Fluo-8 calcium influx, agonist mode. activation, % at 8.33 µM. 320,000 compounds, 0.19% hits. AID 540275; in the data active = activation above about 80%; inconclusive = between about 30% and that limit; also: 0% is about no effect
Target sequence (Q8NER1 whole entry, looked up): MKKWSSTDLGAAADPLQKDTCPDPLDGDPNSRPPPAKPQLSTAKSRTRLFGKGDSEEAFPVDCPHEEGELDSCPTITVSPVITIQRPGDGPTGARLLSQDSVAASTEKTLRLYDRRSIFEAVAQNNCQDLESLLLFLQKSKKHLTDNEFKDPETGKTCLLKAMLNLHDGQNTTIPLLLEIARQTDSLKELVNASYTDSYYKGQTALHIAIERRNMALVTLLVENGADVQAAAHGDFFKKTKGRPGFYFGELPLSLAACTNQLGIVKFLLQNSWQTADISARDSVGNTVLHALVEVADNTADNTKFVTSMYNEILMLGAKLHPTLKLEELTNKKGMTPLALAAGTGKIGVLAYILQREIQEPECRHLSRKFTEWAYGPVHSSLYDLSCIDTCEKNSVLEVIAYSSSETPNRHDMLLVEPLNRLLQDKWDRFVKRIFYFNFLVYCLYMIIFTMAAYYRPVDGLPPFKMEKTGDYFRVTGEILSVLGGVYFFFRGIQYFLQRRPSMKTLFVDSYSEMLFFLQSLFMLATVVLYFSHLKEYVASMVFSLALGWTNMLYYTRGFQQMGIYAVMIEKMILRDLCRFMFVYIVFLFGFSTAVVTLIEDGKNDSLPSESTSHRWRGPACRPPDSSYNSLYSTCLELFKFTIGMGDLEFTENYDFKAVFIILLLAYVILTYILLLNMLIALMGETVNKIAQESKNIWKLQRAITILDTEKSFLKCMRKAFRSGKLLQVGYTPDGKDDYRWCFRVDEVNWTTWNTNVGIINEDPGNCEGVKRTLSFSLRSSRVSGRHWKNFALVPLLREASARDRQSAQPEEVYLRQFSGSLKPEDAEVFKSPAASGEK
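Fluo-8 calcium influx in TRPV1-expressing cells, kinetic read (ex 480/em 520 nm). Compound added and read 3 min for agonist activity, followed by capsaicin at EC20 final and 2 min further read for enhancement.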
Giardia killer: Giardia lamblia killing; 340,000 compounds, 0.15% hits; Giardia lamblia trophozoite viability; activity change, % at 7.66 µM, hits read low; in the data active = activity change below about -80%; inconclusive = between about -30% and that limit;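 also: parasites exposed to compound for two days anaerobically before the ATP read; % is scaled to controls: 0 for no effect and ±100 for the full control effect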
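Luminescent ATP signal served as the viability read-out, measured 15-30 min after adding ATP detection reagent to trophozoites that had been incubated with compounds for 48 hrs at 37 deg C anaerobically at 100 cells/well.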
KCNH2 WT inh: KCNH2 (human, wildtype) channel inhibition | Q12809 | activity change, % at 1.84 µM | 340,000 compounds, 0.37% hits | U2OS, BacMam KCNH2, thallium flux FluxOr; stronger effect = lower value;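 active = maximum activity change below -70%; inconclusive = maximum activity change between -70% and -50%; inactive = maximum activity change above -50%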; also: % is scaled to controls: 0 for no effect and ±100 for the full control effect
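U2OS cells transduced with wild-type KCNH2 virus are loaded with FluxOr dye for 45 min, and thallium flux is measured in kinetic reads before and after stimulation buffer. Rate constants are normalized to DMSO controls.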
* hit, by the source's call; ? = inconclusive; . = not tested or not shown; [ ] = remark or other dose. Unless noted, calls follow the shape of the dose curve; as a rule, active = well fitted curve in the direction sought with a large enough effect; inconclusive = small, poorly fitted or top-dose-only effect, or another doubt; inactive = no such curve, though single readings can be large; an effect the other way counts as inactive or inconclusive. Some of the compounds tested, so the mix of outcomes need not match the whole.

Sequence of screens – USP2a inh, KCNH2 3.1 inh, Menin-MLL TR inh, FBPA coupling cs, B2AR arrestin, GALK inh, PKM2 activator, MLL CXXC-DNA inh, TRPV1 ag, Giardia killer, KCNH2 WT inh
> COc1ccc(S(=O)(=O)N(CC(=O)NCC2CCCO2)c2ccc(F)cc2)cc1OC (stereo unspecified)
→ 4%, -8, -6%, 5, 0.5%, 0%, 0%, -7%, -3, 14, -13
> C=CCN(C(=O)CCC(=O)Nc1cc(C)on1)C(C(=O)NC1CCCC1)c1cccnc1 (stereo unspecified)
→ -1%, -4, 0%, 0, -0.3%, 14%, -3%, 3%, 1, 20, 10
> COc1ccc2nc(N3CCCC(C(=O)NCCc4ccc(OC)c(OC)c4)C3)sc2c1 (stereo unspecified)
→ 2%, 9, -19%, -1, 0.4%, 4%, 5%, 0%, 9, -4, -8
> O=C(CCCc1c[nH]c2ccccc12)NCc1ccc2c(c1)OCO2
→ 1%, -2, ., 1, 0.0%, 0%, 0%, 3%, ?, -14, -4
> O=C(NCc1ccco1)c1cc2ccc(O)cc2oc1=O
→ 2%, -11, ?, 14, 0.0%, 25%, -73%, -5%, 8, -3, -1
> Cc1ccc(NC(=O)NCC(c2cccnc2)N2CCOCC2)cc1 (stereo unspecified)
→ -3%, 22, 3%, -1, 0.5%, -1%, 1%, 7%, 2, 1, 32
> COc1ccc(N(C(=O)Cn2nnc(-c3ccc(Cl)cc3)n2)C(C(=O)NCC2CCCO2)c2ccc(C)cc2)cc1 (stereo unspecified)
→ 2%, -5, -6%, 1, -0.4%, 0%, 0%, -4%, 1, 2, 2
> COc1cccc(N2CCN(C(=O)c3ccc(CS(=O)Cc4ccc(Cl)cc4)o3)CC2)c1 (stereo unspecified)
→ -5%, 18, -8%, 1, 0.4%, 5%, ., -1%, -4, 3, 3
> Cc1ccc(-c2csc3ncn(CC#N)c(=O)c23)cc1
→ -6%, 15, ?, 0, -0.1%, 6%, -6%, -4%, 6, 3, 1
> O=C(NCC1CCCO1)c1nn2c(C(F)(F)F)cc(-c3cc(Br)cs3)nc2c1Br (stereo unspecified)
→ 1%, -17, ., 2, 0.5%, 4%, ., 78%[activator], -3, -10, -7
> COc1c(O)cc2c(c1O)C(=O)CC(c1ccccc1)O2 (stereo unspecified)
→ 0%, ., -2%, 6, 0.2%, -1%, 0%, -23%, -3, ., .
> Cc1ccc(SC(C)C(=O)NCCC2=CCCCC2)cc1 (stereo unspecified)
→ 2%, 6, -17%, 2, -0.1%, 1%, 3%, -4%, ?, 6, -2
> CCOC(=O)c1ccc(N2C(=O)CC(N(C)CCc3ccc(OC)c(OC)c3)C2=O)cc1 (stereo unspecified)
→ -2%, 2, -13%, 0, 0.0%, 0%, 9%, -2%, 2, 16, -10
> O=C(c1ccc(F)cc1)C1CCN(Cc2ccc(F)cc2)CC1
→ -1%, -7, -14%, 1, 0.0%, 4%, -1%, -2%, ?, -9, 6
> CN(c1ccc(OCC(=O)N2CCCCC2)cc1)S(=O)(=O)c1cccs1
→ 2%, 1, -12%, 1, -0.9%, -2%, -2%, 4%, 7, -8, 1

The list continues:
compound	USP2a inh	KCNH2 3.1 inh	Menin-MLL TR inh	FBPA coupling cs	B2AR arrestin	GALK inh	PKM2 activator	MLL CXXC-DNA inh	TRPV1 ag	Giardia killer	KCNH2 WT inh
COc1ccc(NS(=O)(=O)c2cc(NC(=O)CC(=O)c3ccc([N+](=O)[O-])cc3)ccc2C)cc1	-2%	-4	?	4	-0.2%	0%	-1%	-25%	-1	5	4
CSCc1ccc(C(=O)N2CCCC(Nc3ccc4c(c3)OCCO4)C2)o1 (stereo unspecified)	-3%	-5	-26%	-2	0.5%	-1%	9%	0%	91*	0	14
COc1cc(NC(=O)COC(=O)CSc2ccc3ccccc3c2)c(C)cc1[N+](=O)[O-]	-1%	-8	?	1	-0.6%	0%	2%	-3%	4	-3	3
O=C(N/N=C/c1ccccn1)c1cc([N+](=O)[O-])cc([N+](=O)[O-])c1	3%	10	-4%	-6	0.1%	-2%	1%	-9%	0	-4	-13
CCN(CC(=O)Nc1c(F)cccc1F)C(=O)c1cccc(S(=O)(=O)N2CCCCCC2)c1	1%	-16	.	.	0.1%	.	.	.	2	?	-18
COc1ccc(CNC(=O)CCCN2C(=O)NC3(CCCC3)C2=O)cc1	3%	7	.	.	-0.3%	.	.	.	-2	-15	-6
C/C(=N\Nc1nccnc1Cl)c1ccc(F)cc1	0%	-15	-3%	-2	0.1%	6%	-51%	1%	0	-17	6
N#Cc1ccc(C23CC4CC(CC(C4)C2)C3)[nH]c1=O	-1%	-12	-1%	1	0.2%	4%	-7%	-5%	-3	-2	-2
CC(=O)c1cccc(NC(=O)C2CCCN(S(C)(=O)=O)C2)c1 (stereo unspecified)	0%	25	0%	-1	-0.1%	-5%	0%	5%	2	3	2
COc1ccc(/C=C2\SC(=NCc3ccccc3)NC2=O)cc1	2%	8	-6%	0	-1.5%	1%	5%	3%	11	28	-20
Cc1ccc(NC(=O)COC(=O)/C=C/c2ccccc2)cc1S(=O)(=O)N1CCOCC1	2%	15	15%	2	-0.6%	15%	4%	-14%	-2	?	3
O=C(CNC(=O)c1cccc(Br)c1)N/N=C/c1cc(Br)cc(Br)c1O	3%	-12	?	6	0.3%	-2%	0%	46%[activator]	-1	31[activator]	-2
Cc1c(/C=N\NC(=O)c2csc3ccccc23)cnn1C	2%	-15	21%	-2	0.1%	-4%	3%	7%	3	13	12
CCc1c(C)sc(NC(=O)OC)c1C(=O)N1CCOCC1	-6%	10	-4%	3	-0.4%	2%	-1%	-1%	-2	6	-10
C=CCN1C(=O)CN=C1NCc1ccccc1	4%	-11	4%	-1	-0.1%	0%	-3%	7%	-2	-8	-20
Cc1ccc(Nc2nc3ccccc3o2)cc1F	-3%	6	?	-12	-0.5%	2%	-9%	-8%	0	-27	-5
Cc1cc(OCC(=O)NC(C)(C)C)ccc1Cl	2%	5	-6%	1	-2.1%	-1%	-9%	8%	?	10	-1
COc1ccccc1N1CCN(C(=O)c2sc3nc(-c4ccc(F)cc4)cn3c2C)CC1	-1%	-16	10%	2	0.4%	0%	-8%	-3%	3	-5	20
O=C(Nn1c(SCc2ccc([N+](=O)[O-])cc2)nc2ccccc2c1=O)c1ccc(F)cc1	?	-46	-3%	-1	-0.6%	1%	-10%	9%	?	-15	-5
Cc1ccc(CNC(=O)CCS(=O)(=O)Cc2ccc(C)cc2)cc1	3%	0	-4%	-1	0.6%	-1%	1%	68%[activator]	-3	?	-17
Cc1c(C)c2c(OCC(=O)N3CCC(C(=O)NCC(C)C)CC3)cc3c(c2oc1=O)CCC(C)(C)O3	3%	13	-18%	0	3.1%	9%	.	9%	3	-14	4

Just KCNH2 3.1 inh and GALK inh, for two of the compounds above:
Compound	KCNH2 3.1 inh	GALK inh
COc1ccc(N(C(=O)Cn2nnc(-c3ccc(Cl)cc3)n2)C(C(=O)NCC2CCCO2)c2ccc(C)cc2)cc1 (stereo unspecified)	-5	0%
COc1cccc(N2CCN(C(=O)c3ccc(CS(=O)Cc4ccc(Cl)cc4)o3)CC2)c1 (stereo unspecified)	18	5%

Screening results from PubChem.
